# LYPLA1 counter = LYPLA1 (human) inhibition in PME1 counter-screen. recombinant LYPLA1, FP-Rh probe fluorescence polarization. inhibition, % at 5.9 µM. hit rate 0.16% among 320,000;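 active = inhibition above the mean of all tested compounds plus 3 SD, set per campaign, cut at about 14% in these data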;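 note: inhibitors block serine hydrolase probe labeling of LYPLA1 so polarization falls; 0% = enzyme with DMSO and 100% = wells lacking LYPLA1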
# Target sequence (O75608 whole entry, looked up): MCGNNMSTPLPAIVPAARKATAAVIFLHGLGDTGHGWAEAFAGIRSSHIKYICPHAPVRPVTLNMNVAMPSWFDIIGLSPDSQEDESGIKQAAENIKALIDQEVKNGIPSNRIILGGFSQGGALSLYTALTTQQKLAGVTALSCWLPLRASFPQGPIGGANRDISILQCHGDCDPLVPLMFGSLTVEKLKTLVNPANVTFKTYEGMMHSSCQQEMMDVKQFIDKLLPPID
# LYPLA2 counter = LYPLA2 (human) inhibition in PME1 counter-screen | inhibition, % at 5.9 µM | O95372 | recombinant LYPLA2, FP-Rh probe fluorescence polarization | AID 2177 | hit rate 0.38% among 320,000;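 active = inhibition above the screen-wide mean plus 3 SD, limit set per campaign, cut at about 26% in these data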;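 note: 0% = LYPLA2 with DMSO and 100% = wells lacking LYPLA2 enzyme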
# Target sequence (O95372 whole entry, looked up): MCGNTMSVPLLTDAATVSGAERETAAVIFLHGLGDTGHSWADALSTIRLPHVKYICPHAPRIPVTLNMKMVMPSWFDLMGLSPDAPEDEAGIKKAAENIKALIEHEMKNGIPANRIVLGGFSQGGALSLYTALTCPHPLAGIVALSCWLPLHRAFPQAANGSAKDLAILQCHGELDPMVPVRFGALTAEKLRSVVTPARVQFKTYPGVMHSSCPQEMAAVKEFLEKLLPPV
# PAFAH2 inh = inhibitors of human PAFAH2. Q99487. recombinant PAFAH2, FP-rhodamine activity probe, fluorescence polarization. inhibition, % at 3.39 µM. hit rate 0.99% among 340,000;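 active = inhibition above the mean over all tested compounds plus 3 SD, cut at about 30% in these data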;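 note: inhibitors block probe labeling of enzyme so polarization drops; 0% = enzyme with DMSO and 100% = wells lacking PAFAH2 protein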
# PAFAH1B2 inh = blocks human PAF acetylhydrolase 1b catalytic subunit 2; P68402; recombinant PAFAH1B2, FP-rhodamine activity probe, fluorescence polarization; inhibition, % at 3.39 µM; hit rate 1.2% among 340,000;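 active = inhibition above the mean of all tested compounds plus 3 SD, cut at about 24% in these data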;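 note: 0% = enzyme with DMSO and 100% = wells lacking PAFAH1B2; many of its hits are not listed in these tables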
# Target sequence (P68402 whole entry, looked up): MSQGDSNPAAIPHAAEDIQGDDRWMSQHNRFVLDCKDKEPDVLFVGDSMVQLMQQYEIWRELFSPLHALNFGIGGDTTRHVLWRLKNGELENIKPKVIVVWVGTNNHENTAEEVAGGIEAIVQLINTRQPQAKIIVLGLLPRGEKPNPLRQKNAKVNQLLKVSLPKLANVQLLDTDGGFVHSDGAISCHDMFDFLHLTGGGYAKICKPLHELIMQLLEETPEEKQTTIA
# pPAFAH inh = inhibitors of human plasma PAF acetylhydrolase (pPAFAH). recombinant pPAFAH, FP-rhodamine probe fluorescence polarization. AID 463082. hit rate 1.5% among 330,000. Q13093. inhibition, % at 3.39 µM;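 active = inhibition above the mean inhibition across the screen plus 3 SD, cut at about 25% in these data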;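 note: inhibitors block binding of the rhodamine activity-based probe so polarization drops; 0% = enzyme with DMSO and 100% = wells lacking pPAFAH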
# ZTA DNA inh = blocks Epstein-Barr virus ZTA, an EBNA-1 counter-screen. ZTA-DNA binding, fluorescence polarization. inhibition, % at 11 µM. hit rate 0.15% among 320,000; in the data active = inhibition above about 33%
# Target sequence (P03206 whole entry, looked up): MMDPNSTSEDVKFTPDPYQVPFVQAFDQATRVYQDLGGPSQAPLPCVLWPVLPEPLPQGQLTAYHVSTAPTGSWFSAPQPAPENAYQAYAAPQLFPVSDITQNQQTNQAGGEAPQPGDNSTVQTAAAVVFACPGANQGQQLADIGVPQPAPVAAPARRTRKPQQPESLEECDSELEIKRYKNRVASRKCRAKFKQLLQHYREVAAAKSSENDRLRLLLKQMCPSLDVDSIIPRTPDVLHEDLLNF
# EBNA-1 inh = blocks EBNA-1 binding to DNA; EBNA-1 DNA binding, fluorescence polarization; inhibition, % at 14.8 µM; AID 1950; hit rate 0.34% among 300,000; in the data active = inhibition above about 28%
# PREPL inhibitor = inhibits the human prolyl oligopeptidase-like enzyme; inhibition, % at 5.96 µM; hit rate 0.68% among 320,000; recombinant PREPL, fluorescence polarization activity-based probe; Q4J6C6; in the data active = inhibition above about 43%;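 note: 0% = enzyme with DMSO and 100% = wells lacking enzyme; many of its hits are not listed in these tables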
# PAFAH1B3 FP inh = inhibitors of human PAFAH1B3 | AID 492972 | Q15102 | recombinant PAFAH1B3, FP-rhodamine probe, fluorescence polarization | hit rate 0.28% among 340,000 | inhibition, % at 3.39 µM;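 active = inhibition above the screen-wide average of all tested compounds plus 3 SD, cut at about 25% in these data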;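 note: 0% = enzyme with DMSO only and 100% = wells lacking PAFAH1B3 protein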
# Starred values were filed as active, the others as inactive; . = not tested or not shown. Only part of the results is shown (hit frequency here may not be typical).
SMILES	LYPLA1 counter	LYPLA2 counter	PAFAH2 inh	PAFAH1B2 inh	pPAFAH inh	ZTA DNA inh	EBNA-1 inh	PREPL inhibitor	PAFAH1B3 FP inh
COc1ccc(C)cc1NC(=O)C1CCCN(S(=O)(=O)c2cccc3nonc23)C1 (centres undefined)	-1.4	2.6	-4.5	-0.7	6.8	-0.8	5.4	3.8	-2.3
CCOC(=O)c1cnc2c(c(C)nn2C)c1Oc1ccc(OC)cc1	2.5	-4.5	.	.	-1.4	6.7	-3.2	0.8	.
COc1cc(C)c(S(=O)(=O)N2CCOCC2)cc1C	3.4	0.2	-0.5	-1.7	-3.5	-6.9	-5.1	6.8	4.7
O=C(NC1CCCCC1)C(=S)N1CCCC1	0.8	3.5	-4.9	-1.8	2.9	-6.8	-2.9	-3.2	4.3
CCC(=O)N1CCN=C1SCc1cc(C)ccc1C	0.0	-3.8	-1.2	2.1	0.9	11.7	4.9	21.8	1.7
Cn1c(SCC(=O)Nc2ccc(N3CCOCC3)cc2)nnc1-c1ccccc1	0.7	-1.5	0.9	3.4	0.5	14.7	3.4	-4.9	2.0
Cc1ccccc1OCC(=O)Nc1nnc(-c2ccco2)s1	5.0	5.7	2.8	2.6	5.7	7.3	9.9	11.3	5.5
CC(C)N(CCCNC(=O)c1ccc(CS(=O)(=O)c2c(Cl)cccc2Cl)o1)Cc1ccccc1	-1.1	-2.6	-2.9	-3.4	1.1	-11.9	0.7	-50.0	-5.1
Cc1cc(C)cc(N(CC(=O)NC(C)(C)C)C(=O)CCC(=O)Nc2ccccn2)c1	-3.1	-2.6	-5.8	-1.7	-0.5	0.2	1.5	-7.4	-0.8
CCCCC(=O)NC(c1ccc(N(CC)CC)cc1)c1ccc2cccnc2c1O (centres undefined)	3.0	3.4	1.9	4.3	26.0*	-25.9	-0.6	12.7	0.5
O=C(NNc1nc(-c2ccc(Cl)cc2)cs1)c1ccco1	-2.0	13.0	-1.5	7.9	8.1	12.2	6.3	7.6	3.3
COc1ccccc1-c1nnc(SCC(=O)c2ccc(C3CCCCC3)cc2)n1Cc1ccco1	-3.6	-8.3	-3.1	-6.3	15.8	13.0	2.6	-12.7	-7.4
CC(=O)N1CCCc2cc(S(=O)(=O)N3CCCC(C(=O)Nc4ccccc4C)C3)ccc21 (centres undefined)	-0.7	0.8	2.6	-13.1	6.3	8.7	-3.0	0.2	6.7
O=C(NC1CCCC1)C(c1ccccc1)N(Cc1ccco1)C(=O)Cc1cccs1 (centres undefined)	2.2	8.8	4.4	1.7	1.2	3.0	-0.5	6.5	9.0
CC(C(=O)N(C)C1CCS(=O)(=O)C1)N1C(=O)/C(=C/c2cccs2)SC1=S (centres undefined)	-0.9	4.8	4.2	0.0	1.3	-21.0	-5.4	4.5	7.5
COc1ccc(O)c(CN2CCCC(N3CCN(c4ccccc4OC)CC3)C2)c1 (centres undefined)	1.1	1.3	4.3	3.9	-1.8	2.2	9.2	-4.2	1.4
CCOc1ccc(C(=O)NCC(c2ccco2)N2CCc3ccccc3C2)cc1 (centres undefined)	-0.1	9.0	0.0	-1.7	5.5	3.9	6.9	-1.1	-2.2
CC(C)(C)NC(=O)C(=O)NNC(=O)c1cccc(Br)c1	5.7	-1.6	1.6	2.5	1.2	9.0	-0.7	-4.6	4.9
O=C(COc1ccccc1)NCc1n[nH]c(=S)n1-c1ccccc1	-0.8	-11.6	-6.5	8.5	-2.8	15.3	2.4	14.6	8.2
CCOC(=O)N1N=C(c2ccccc2)CC1(O)C(C)(F)F (centres undefined)	3.6	9.1	5.9	8.8	0.6	9.8	7.4	-1.7	-1.9
O=C(NCCCN1CCCCC1)C1CCN(S(=O)(=O)N2CCC3(CC2)OCCO3)CC1	1.1	2.2	9.1	1.1	-0.1	-0.1	-12.6	3.0	-0.7
Cc1ccc(C(=O)NCC(=O)OCC(=O)c2ccc3c(c2)NC(=O)CO3)cc1	1.9	-3.5	2.5	6.0	4.0	-1.5	-0.1	-0.3	4.2
CCC(C)NCCOCCOc1ccc(Br)cc1 (centres undefined)	-5.0	-4.7	-10.5	2.9	-0.5	14.2	-17.7	12.9	1.9
COC(=O)CSc1nc(C)cc(N2CCOCC2)n1	0.6	2.1	-8.2	5.7	7.5	-8.1	-9.1	7.0	0.9

# Pulled by structure from the list above, 2 records:
SMILES	LYPLA1 counter	LYPLA2 counter	PAFAH2 inh	PAFAH1B2 inh	pPAFAH inh	ZTA DNA inh	EBNA-1 inh	PREPL inhibitor	PAFAH1B3 FP inh
Cc1cc(C)cc(N(CC(=O)NC(C)(C)C)C(=O)CCC(=O)Nc2ccccn2)c1	-3.1	-2.6	-5.8	-1.7	-0.5	0.2	1.5	-7.4	-0.8
O=C(COc1ccccc1)NCc1n[nH]c(=S)n1-c1ccccc1	-0.8	-11.6	-6.5	8.5	-2.8	15.3	2.4	14.6	8.2

# Next part
SMILES	LYPLA1 counter	LYPLA2 counter	PAFAH2 inh	PAFAH1B2 inh	pPAFAH inh	ZTA DNA inh	EBNA-1 inh	PREPL inhibitor	PAFAH1B3 FP inh
O=C(Nc1ccc2c(c1)OCO2)N1CCN(c2ncccn2)CC1	2.7	7.7	0.4	5.4	2.1	-15.3	-1.6	8.6	0.8
Cc1cccc(C)c1OCc1cc(C(=O)N(C)CCc2ccccn2)no1	-0.3	2.5	8.3	1.2	-1.7	-9.3	3.7	2.4	-3.8
COc1ccc(CNC(=O)[C@@H](NC(=O)C2CCN(C(=O)[C@@H](N)Cc3ccccc3)CC2)C(C)C)cc1	-0.2	3.9	0.3	2.9	4.4	13.7	-3.7	4.3	8.3
O=C(O)c1oc2ccccc2c1CSCc1ccccc1	-0.3	2.6	-2.3	11.7	9.8	14.3	-3.1	-1.6	4.2
Cc1cccc(NC(=O)CC2CCC2)c1	-0.7	-0.8	-6.6	-4.5	5.5	-2.0	3.4	1.3	3.9
COc1cc(C(=O)OCC(=O)NC(=O)c2cccn2C)ccc1OC(F)F	-4.0	-3.0	26.5	1.9	-0.5	10.4	0.2	-0.1	-0.6
O=C(CSc1nc(-c2ccco2)cc(C(F)(F)F)n1)N1CCc2ccccc2C1	2.2	5.8	-11.3	3.8	3.3	0.9	9.6	23.5	4.6
CC(/C=C1\SC(=O)N(CCCC(=O)O)C1=O)=C\c1ccccc1	-1.2	-4.0	-9.1	11.7	7.1	13.5	6.1	-12.4	3.7
O=C(CN1CCN(c2ccc(Cl)cc2)CC1)Nc1cccc(F)c1	-2.5	-0.3	-5.5	3.5	6.7	-11.3	-0.2	13.1	2.1
CC(C)(CO)NC(=O)Nc1ccc(Cl)c(Cl)c1	-0.6	-2.5	-3.4	-1.8	-1.8	0.6	-12.3	6.1	12.6
COc1cc2c3nnc(-c4ccc(F)cc4)c-3cn(Cc3ccc(F)cc3)c2cc1OC	1.7	-7.7	2.7	1.8	4.8	7.0	4.3	-15.2	2.4
COc1ccc(Cn2nnnc2C(C(C)C)N2CCc3ccccc32)cc1 (centres undefined)	1.1	2.3	-2.0	1.9	3.8	-6.2	-0.7	11.3	-5.8

# The list goes on (2 carried over from the part before).
SMILES	LYPLA1 counter	LYPLA2 counter	PAFAH2 inh	PAFAH1B2 inh	pPAFAH inh	ZTA DNA inh	EBNA-1 inh	PREPL inhibitor	PAFAH1B3 FP inh
COc1cc2c3nnc(-c4ccc(F)cc4)c-3cn(Cc3ccc(F)cc3)c2cc1OC	1.7	-7.7	2.7	1.8	4.8	7.0	4.3	-15.2	2.4
COc1ccc(Cn2nnnc2C(C(C)C)N2CCc3ccccc32)cc1 (centres undefined)	1.1	2.3	-2.0	1.9	3.8	-6.2	-0.7	11.3	-5.8
CSCCC(NC(=O)c1ccco1)C(=O)N1CCCCCCC1 (centres undefined)	-4.3	-0.2	4.5	6.8	2.7	14.1	13.6	0.8	5.7
O=C(CCC1COc2ccccc2O1)Nc1ccccn1 (centres undefined)	2.7	8.3	-7.1	-3.0	-2.1	-0.7	-8.9	-8.7	8.6
CCOC(=O)CSc1nnc(CNC(=O)c2ccc(OC)cc2OC)n1-c1ccc(OC)cc1	-1.5	-4.2	-4.4	1.2	-4.5	5.4	-3.5	0.5	5.2
O=C(N[C@@H](Cc1ccccc1)C(=O)NC1CCCCC1)c1ccco1	3.0	-2.0	-3.8	4.9	-5.6	1.8	-0.2	2.0	5.5
Cc1cc2c(cc1C)NC(CC(=O)NCc1ccccc1)C(=O)N2 (centres undefined)	-4.9	-1.9	9.5	9.8	15.8	7.5	10.4	3.7	-3.4
COc1cc(-c2noc(C)c2C#Cc2ccc(N)cc2)cc(OC)c1OC	0.2	3.5	4.9	-6.0	12.8	2.5	4.0	17.2	10.1
COc1ccc(N2CC(C(=O)NC3=NCCS3)CC2=O)cc1 (centres undefined)	5.8	21.1	-4.2	5.5	2.3	-1.5	-5.2	5.2	8.6
Cn1c(=O)[nH]c(Nc2ccc(F)cc2)c([N+](=O)[O-])c1=O	-0.5	-1.5	-3.7	3.9	-1.0	-3.7	10.7	1.7	4.2
C/C(=C/c1ccccc1)C(=O)N1CCC(C)CC1	-4.1	2.9	-9.1	0.2	-1.9	12.6	9.4	-1.4	14.1
O=C(CSc1nnc(C2CC2)n1CC1CCCO1)Nc1ccc(Cl)cc1 (centres undefined)	1.2	4.2	-2.1	-2.8	7.5	-3.8	-1.1	16.4	10.8
Oc1cccc(/C=N/Nc2ccc(Cl)nn2)c1	-2.3	-3.5	11.4	2.9	-2.7	6.0	-7.5	11.7	5.1
Cc1cc2ccccc2c(=O)n1CC(=O)Nc1ccc2c(c1)OCO2	-0.4	0.7	-2.6	2.1	-1.3	1.8	9.8	4.3	2.6
COc1ccccc1C(=O)NCCNC(=O)c1ccco1	0.9	6.3	5.8	4.3	0.3	-3.3	-16.8	10.5	7.3
COc1ccc(C(=O)NC2CCN(CC(=O)Nc3cccc(OC)c3)CC2)cc1	-2.1	0.1	-5.4	-6.1	1.2	0.1	-5.2	8.3	3.6
Cn1cc(S(=O)(=O)N2CCNCC2)cc1C(N)=O	.	.	3.2	2.4	-1.1	.	.	10.9	9.2
CC(=O)Nc1ccc(NC(=O)CSc2ccc(-c3ccc(-n4ccnc4)cc3)nn2)cc1	-2.5	3.7	1.6	-2.6	2.3	-8.7	-1.2	19.6	-1.1
CN(C)C(CNC(=O)c1c(F)cccc1Cl)c1ccco1 (centres undefined)	3.6	0.9	-8.3	0.5	1.7	1.8	5.1	-9.2	-3.1
Cc1cc(C)c2[nH]c(O)c(N=NC3=NC(=O)CS3)c2c1	2.5	-1.6	9.5	8.0	19.5	1.0	5.6	12.9	3.3
O=C(/C=C/c1cc([N+](=O)[O-])ccc1OC(F)F)Nc1ccc(OC(F)F)cc1	1.2	-4.3	-0.5	6.5	-0.3	-13.2	-4.5	9.2	2.1
Cc1cc(/C=C2/SC(=O)N(CC(=O)OC(C)C)C2=O)c(C)n1C	0.2	12.4	5.2	1.8	5.8	-4.5	1.4	11.9	10.0
Cc1nn(Cc2ccc(Cl)cc2Cl)c(C)c1NC(=O)c1nn(C)cc1Cl	1.9	1.8	0.8	5.0	-0.7	-8.0	8.8	11.8	2.7
COc1ccc(OC)c(NC(=O)Cc2coc3ccc4ccccc4c23)c1	-2.1	-2.7	-7.4	4.2	8.5	12.2	-5.9	19.3	4.3
COc1ccc(F)c(CN2CCC(n3nccc3NC(=O)C3CCOC3)CC2)c1 (centres undefined)	1.6	7.6	-2.1	5.1	1.0	-6.7	4.0	0.6	6.9
O=C1NCCOC(=O)[C@H](Cc2ccc(F)cc2)CC/C=C/C[C@@H]1CC(=O)N(CCO)Cc1ccccc1	.	.	2.3	1.8	-1.2	.	.	24.2	8.3

# Source: PubChem BioAssay (The Scripps Research Institute Molecular Screening Center)
